XBP1 UPR activ: activators of adaptive arm of unfolded protein response (XBP1) | AID 463104 | hit rate 0.33% among 330,000 | activation, % at 20 µM | CHO-XBP1 luciferase reporter, IRE1-XBP1 UPR activation, luminescence; percent of tunicamycin response, DMSO as zero;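 active = versus positive control, 20 µM dose yields 30% or more activation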;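 note: 100% = tunicamycin at 10 µg/mL and 0% = DMSO only wells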
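Material: CHO cell line with stable XBP1 luciferase reporter; schedule: 16-18 h cell attachment at 37 °C, then 6 h compound exposure; signal: glow luminescence from Steady-Glo reagent; medium: serum-containing F12 medium, 10% FBS; benchmarks: tunicamycin 10 µg/mL and vehicle-only wells; read-out: percent activation relative to tunicamycin reference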
APJ ag: APJ receptor agonism | P35414 | hit rate 0.11% among 330,000 | CHO-K1 APJ PathHunter beta-arrestin, luminescence; 0% DMSO wells, 100% apelin | activation, % at 20 µM;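 active = activation more than six SD over the plate average, tested at 20 µM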;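 note: 0% = DMSO alone and 100% = apelin-13 at 10 nM; some results filed as inactive read as strong as hits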
Target sequence (P35414 whole entry, looked up): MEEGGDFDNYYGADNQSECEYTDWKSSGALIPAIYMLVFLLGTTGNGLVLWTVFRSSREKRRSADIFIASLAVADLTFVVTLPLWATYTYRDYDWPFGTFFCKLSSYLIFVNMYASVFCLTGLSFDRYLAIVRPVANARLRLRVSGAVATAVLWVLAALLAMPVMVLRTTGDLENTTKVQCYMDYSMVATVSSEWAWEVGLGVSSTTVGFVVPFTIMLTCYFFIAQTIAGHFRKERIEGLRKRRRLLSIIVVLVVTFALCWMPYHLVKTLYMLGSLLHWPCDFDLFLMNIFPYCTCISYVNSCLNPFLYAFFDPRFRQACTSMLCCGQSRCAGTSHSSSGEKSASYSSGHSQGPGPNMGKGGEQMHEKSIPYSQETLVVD
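Assay system – PathHunter CHO-K1 APJ (AGTRL-1) beta-arrestin reporter cells · Compound – one dose, 20 µM compound, 1% DMSO · Timing – compound 90 min 25 °C, reagent 1 h · Measured by – luminescence from split beta-galactosidase complementation, Galacton Star/Emerald II substrate · Measure – beta-arrestin recruitment to APJ as agonist activity, luminescent signal · Benchmarks – DMSO vs Apelin-13 10 nM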
APJ antagonist: antagonists of human APJ apelin receptor; CHO-K1 APJ beta-arrestin complementation, luminescence; inhibition, % at 20 µM; hit rate 0.32% among 330,000; AID 2521;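 active = inhibition above about 40% at 20 µM, limit read from the data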;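 note: cells challenged with 10 nM apelin-13 agonist together with compound; plate controls were apelin-13 plus DMSO wells for no effect and DMSO wells lacking apelin-13 for full effect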
CXCR6 inh: CXCR6 (human) receptor inhibition; hit rate 0.36% among 360,000; O00574; inhibition, % at 20 µM; CHO-K1 PathHunter CXCR6 beta-arrestin, luminescence; in the data active = inhibition above about 34%, passing the limit was not always enough;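 note: antagonist mode with CXCL16 agonist at 10 nM final; 0% = 10 nM CXCL16 with DMSO and 100% = unstimulated wells without agonist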
Target sequence (O00574 whole entry, looked up): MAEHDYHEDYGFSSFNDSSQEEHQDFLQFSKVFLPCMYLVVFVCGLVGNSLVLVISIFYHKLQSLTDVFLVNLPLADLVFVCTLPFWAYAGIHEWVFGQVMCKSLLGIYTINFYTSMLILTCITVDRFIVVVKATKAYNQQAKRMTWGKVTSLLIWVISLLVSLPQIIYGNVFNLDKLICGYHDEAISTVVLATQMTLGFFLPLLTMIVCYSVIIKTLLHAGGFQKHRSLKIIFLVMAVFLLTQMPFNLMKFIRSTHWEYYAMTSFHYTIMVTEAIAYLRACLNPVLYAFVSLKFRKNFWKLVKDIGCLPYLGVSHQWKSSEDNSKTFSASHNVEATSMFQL
tim10-1 inh: tim10-1 yeast growth inhibition; AID 463190; inhibition, % at 20 µM; hit rate 2.2% among 330,000; S. cerevisiae tim10-1 ts strain growth, BacTiter-Glo, 24 h;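 active = inhibition of at least 40%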;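 note: mutant grown at 25 °C; 0% = DMSO wells with yeast and 100% = wells holding no yeast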
tim23-1 inh: growth inhibitors of tim23-1 mutant yeast | hit rate 1.3% among 330,000 | inhibition, % at 20 µM | S. cerevisiae tim23-1 growth, BacTiter-Glo luminescence, 24 h | AID 463212;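 active = growth inhibition of the mutant yeast at or above 50%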;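 note: temperature-sensitive mutant grown at 25 °C; plate controls were DMSO-treated mutant yeast for no effect and medium wells lacking yeast for full effect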
Mdm2-MdmX inh: inhibitors of human Mdm2/MdmX interaction; inhibition, % at 8 µM; SaOS-2 split-luciferase Mdm2/MdmX complementation, luminescence; hit rate 3% among 330,000;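 active = inhibition of at least 50% at 8 µM in the primary screen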
UPR CHOP act: activators of apoptotic arm of unfolded protein response (CHOP). CHO-CHOP luciferase reporter, UPR activation, luminescence; percent of tunicamycin response over DMSO baseline. activation, % at 10 µM. AID 449763. hit rate 0.34% among 330,000;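 active = at 10 µM dose, activation of 40% or more, normalized to positive control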;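 note: 100% = tunicamycin at 10 µg/mL and 0% = DMSO alone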
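System: CHO CHOP reporter cells. Amount: 500 cells per well. Buffer or medium: F12 medium, 10% FBS. Compound dosing: one dose, 10 µM in 0.5% DMSO. Incubation: 6 h compound exposure at 37 °C after overnight seeding. Technique: Steady-Glo luciferase luminescence. Benchmarks: tunicamycin and DMSO controls.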
TIM10 inh: TIM10 yeast growth inhibition. hit rate 1.4% among 330,000. S. cerevisiae TIM10 strain growth, BacTiter-Glo luminescence, 24 h. inhibition, % at 10 µM. AID 463195;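 active = inhibition of 40% or more at the single tested concentration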;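 note: wild-type TIM10 isogenic control strain grown at permissive 25 °C; 0% = DMSO yeast wells and 100% = minimal medium wells without yeast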
* hit, by the source's call; x = not tested or not shown. An excerpt (hit frequency here may not be typical).

Order of results: XBP1 UPR activ	APJ ag	APJ antagonist	CXCR6 inh	tim10-1 inh	tim23-1 inh	Mdm2-MdmX inh	UPR CHOP act	TIM10 inh
> Cc1cc(SCC(=O)OCC(=O)NC(C)c2ccccc2)c(C)cc1Br (configuration not stated)
    -2	-4	12	-4	17	15	-30	0.9	-11
> Cc1ccccc1CN1CCC(n2nccc2NC(=O)CCCc2ccccc2)CC1
    -2	-4	-27	2	6	11	22	0.9	2
> COc1ccc(/C=C(/NC(=O)c2ccc(C)cc2)C(=O)N2CCCC2)cc1OC
    5	2	-33	7	3	17	13	0.9	-3
> CCn1cnc2c(NCCc3cccnc3)nc(C#N)nc21
    2	-2	9	-6	1	-10	6	0.7	-6
> CC(C)c1ccc(NC(=O)c2ccc3snnc3c2)cc1
    1	9	-5	-10	23	22	-33	4.4	17
> Cc1nonc1C(=O)N/N=C/c1ccncc1
    4	-3	14	6	6	12	-3	0.9	-2
> O=CNCCc1nc2ccccc2n1CCc1ccccc1
    -6	-4	7	-3	7	10	19	0.4	-5
> COC(=O)c1cncc(O)c1
    1	-10	3	-1	-12	5	4	-4.6	-4
> Cc1cccc([C@@H]2[C@@H]3C(=O)N(Cc4ccccc4)C(=O)[C@@H]3[C@]3(C)C(=O)N(c4ccc(Br)cc4)C(=O)N23)c1
    3	4	9	0	6	27	53*	3.4	4
> Cn1cncc1C#Cc1ccc2cc(C(C)(C)O)oc(=O)c2c1
    0	0	-6	-4	-1	-3	12	1.9	-3
> O=[N+]([O-])c1ccc(/C=N/NC2=NS(=O)(=O)c3ccccc32)cc1
    -1	-3	9	16	16	-4	12	-0.8	-1
> COc1ccc(CCNc2oc(-c3ccc(OC)c(OC)c3)nc2C#N)cc1
    -1	3	23	2	17	6	6	-1.0	20
> FC(F)(F)c1cccc(-n2c(Cn3nnc4ccccc43)n[nH]c2=S)c1
    -1	-4	-5	-4	7	8	16	-1.1	-10
> NC(=O)CSc1nnc2n(-c3ccccc3)c(=O)c3c4c(sc3n12)CCCCC4
    -1	3	-13	-4	11	-1	29	1.4	-1
> COc1ccc(CC(=O)NC2CCCc3ccccc32)cc1 (configuration not stated)
    2	0	10	3	16	11	-15	0.3	-17
> COc1cccc(C(=O)NC2CCCc3c2cnn3-c2cc(C)cc(C)c2)c1 (configuration not stated)
    -6	-3	10	-10	24	23	23	1.1	14
> Cc1noc(C)c1NC(=O)Nc1ccc2c(c1)C(=O)N([C@H](C)CO)C[C@H](C)[C@@H](CN(C)C(=O)Nc1c(C)noc1C)O2
    -3	-3	-5	4	10	1	8	-1.2	-1
> CCCCn1c(-c2c(Cl)c(C)nn2C)n[nH]c1=S
    0	-2	4	7	12	2	0	-1.6	4
> CCc1noc(C)c1C(=O)N1CCN(S(=O)(=O)c2cccs2)CC1
    -4	0	-32	-6	-18	13	16	0.5	4
> NS(=O)(=O)c1ccc(CNC(=O)c2cnccn2)cc1
    1	-2	-14	-2	-6	6	8	-0.6	1
> CCCCC1=CC2=CC(=O)C(C)(OC(=O)CC)C(=O)C2=CN1Cc1ccc(OC)cc1 (configuration not stated)
    -1	8	-56	-10	18	14	-2	-2.2	-4
> CC(=O)N1CCC(N(CCN2CCOCC2)C(=S)Nc2ccc(C)cc2C)CC1
    -1	-3	6	-10	5	-2	-1	0.6	-10
> Cc1ccc2nc(C)c(C(=O)N/N=C/c3cccs3)cc2c1
    -3	-2	9	5	17	8	30	0.3	21
> CCOC(=O)N1N=C(C)CC1(O)c1ccc(Cl)cc1 (configuration not stated)
    1	-2	3	0	-8	0	20	-1.2	-13
> Cc1ccc(-c2onc3ccc(Br)cc23)cc1
    -4	1	-27	-41	32	19	17	1.1	13
> CC(=O)Nc1ccc(NC(=O)C(C)OC(=O)C2(c3ccc(Cl)cc3)CCCC2)cc1 (configuration not stated)
    -4	0	-12	-7	15	10	-27	-0.4	18
> c1ccc2c(c1)CCN(c1nc3cc4c(cc3s1)OCO4)C2
    2	-1	-22	-10	35	32	-235	3.5	38
> CCOc1cccc(C2/C(=C(/O)c3ccc4c(c3)CC(C)O4)C(=O)C(=O)N2CCN2CCOCC2)c1 (configuration not stated)
    0	5	18	2	10	8	19	-1.2	2
> Cc1cc(C)c(NC(=S)NCC2CCN(C(C)c3ccccc3)C2)c(C)c1 (configuration not stated)
    0	-7	2	-2	29	5	21	-0.8	6
> NC(=O)c1ccc(N2CCN(c3ccccc3O)CC2)c([N+](=O)[O-])c1
    2	7	1	3	9	7	4	-0.3	-4
> O=C(CC1SC(=NCC2CCCO2)NC1=O)Nc1cc([N+](=O)[O-])ccc1Cl (configuration not stated)
    -2	3	-31	2	1	4	9	-0.6	-15
> CCOC(=O)NNC(=S)Nc1c(C)n(C)n(-c2ccccc2)c1=O
    2	-6	-13	1	15	-6	3	3.3	-7
> O=C(Nc1ccc(Cl)cc1)N1CCC(c2nc(-c3ccccc3Cl)no2)CC1
    -3	5	14	-7	30	-6	18	-0.2	48*
> Nc1ccc(S(=O)(=O)c2cccc(N)c2)cc1
    -2	2	-1	-4	-19	5	31	0.1	4
> Cc1ccc(NC(=O)c2cccc(NC3=NC4CS(=O)(=O)CC4S3)c2)cc1C (configuration not stated)
    -2	-3	3	1	-14	-15	18	0.6	-9
> Cc1cc(C)cc(NC(=O)Nc2ccc3c(c2)N(C)C(=O)CS3)c1
    -4	1	2	-12	-12	-9	46	0.3	9
> Nc1nc(SCC(=O)NCc2ccccc2Cl)[nH]c(=O)c1NC(=O)c1ccccc1F
    -3	-1	-2	-12	9	-12	-5	0.1	-16
> O=C(O)CCCNc1ccc(S(=O)(=O)N2CCCCC2)cc1
    -6	1	-20	-1	4	-2	10	0.6	-10
> COC(=O)c1cccc(S(=O)(=O)N2CCC(n3nnc4cc(F)ccc43)CC2)c1
    -1	5	-8	-3	30	27	25	1.0	30
> CCNCc1ccc(OCc2cccs2)c(OCC)c1
    0	-2	17	4	11	-1	11	0.4	1
> CN(C)C(=S)SCC(=O)Nc1ccc(Cl)cc1Cl
    0	-4	-2	-7	-3	26	-8	0.4	-7
> Cc1cccc(-c2noc(CCC(=O)NCc3ccco3)n2)c1
    1	-2	4	-11	10	4	-13	-0.2	-3
> O=C(CCNc1cccc(Cl)c1)c1ccco1
    2	-7	2	5	14	3	-4	3.8	-13
> COc1cccc2cc(C(=O)Nc3cc(C)cc(C)c3)/c(=N/NS(=O)(=O)c3ccccc3)oc12
    240*	-7	31	4	12	1	78*	1.0	5
> Cc1sc2nc[nH]c(=S)c2c1-c1ccccc1
    1	-2	20	15	40*	-4	34	0.8	25
> Cc1ccc(C)c(NC(=O)c2sc(Cl)nc2-c2ccccc2)c1
    -7	-3	13	-1	20	28	-18	-0.3	18
> CCc1nonc1NC(=O)c1oc2ccc(F)cc2c1C
    1	4	7	-9	27	7	-18	5.3	-13
> CCOC(=O)c1ccc(NC(=O)Cn2nc(C)c3ccccc3c2=O)cc1
    -3	-4	-17	1	-19	-5	16	-0.1	-16
> Cc1nc(N2CCCCC2)sc1C(=O)c1ccc(Cl)c([N+](=O)[O-])c1
    -2	-1	-12	x	18	36	69*	-0.7	24
> CC(C)N(CC(N)=O)C(=O)Cc1coc2cc3c(cc12)CCC3
    0	-2	-2	0	9	-1	5	0.1	-9
> Cc1nc(N2CCN(c3ccccn3)CC2)c2c(C)c(C(=O)Nc3ccc(F)cc3)sc2n1
    -1	-3	0	5	23	34	35	2.6	21
> COc1ccc([C@@H]2COc3c(ccc4c3C=CC(C)(C)O4)C2)c(OC)c1
    5	-4	-80	-6	-7	18	-27	2.2	-7
> CCOC(=O)C1CCCN(C(=O)c2cccc(NC(=O)C(CC)CC)c2)C1 (configuration not stated)
    -3	-2	-18	-5	2	9	23	-0.8	-13
> Cc1ccsc1/C=N/NC(=O)c1cccnc1
    1	-1	14	4	-1	21	0	-0.5	11
> COCC1=C(C(=O)OC)C(c2ccco2)n2ncnc2N1 (configuration not stated)
    0	1	8	2	-3	5	8	2.3	-9
> COC(=O)C1=C(C(=O)OC)[C@@H]2Nc3ccccc3[C@@]23C[C@@H](C(=O)OC)N(C(=O)c2ccco2)C3=N1
    0	-5	-5	-3	-4	2	11	2.0	5
> O=C(COc1ccccc1)Nc1nn[nH]n1
    -1	-1	12	-7	9	-2	-32	-2.3	-1
> Cc1nn(Cc2ccccc2Cl)c(C)c1C(=O)N(C)CC(=O)Nc1cccc(F)c1
    -2	0	4	-8	16	19	-21	-1.4	5
> CC1CC(C)CN(C(=O)COC(=O)C2CCN(S(=O)(=O)c3c(Cl)cccc3Cl)CC2)C1 (configuration not stated)
    -2	1	4	-2	34	20	14	-1.6	15
> CCCCc1n[nH]c2c1/C(=N/O)CC(C)(C)C2
    -1	-5	5	1	20	10	14	-1.5	17

(more compounds)
Order of results: XBP1 UPR activ	APJ ag	APJ antagonist	CXCR6 inh	tim10-1 inh	tim23-1 inh	Mdm2-MdmX inh	UPR CHOP act	TIM10 inh
> CCOC(=O)c1c(-c2ccco2)csc1N
    3	-2	12	2	27	10	10	-2.2	-4
> COc1ccc(C(C)=O)cc1COC(=O)CNC(=O)c1ccc(Cl)cc1
    -2	-3	10	2	20	4	-9	0.1	-4
> COC(C/C=C/[C@@H](O)COCc1ccccc1)OC
    2	4	-46	8	6	23	8	-1.4	13
> CCOC(=O)c1ccc(NC(=O)CC2C(=O)N(c3cccc(OC)c3)C(=O)N2CCOC)cc1 (configuration not stated)
    0	-3	-1	-1	9	-3	-1	-1.7	2
> O=C(CCCOc1ccc(Br)cc1)Nc1ccc(S(=O)(=O)N2CCOCC2)cc1
    -4	2	-19	-9	31	22	28	-1.4	13
> COc1cccc(-c2cc(C(F)(F)F)nc(NCc3ccco3)n2)c1
    0	-8	12	5	22	20	14	0.0	14
> N#Cc1c(SCC(=O)Nc2ccc(Cl)cc2Cl)sc2c(O)cc(=O)[nH]c12
    -1	-2	9	-8	-10	-3	62*	0.5	2
> COc1ccccc1C1c2[nH]c3ccccc3c2CCN1Cc1ccc(NC(C)=O)s1 (configuration not stated)
    2	1	-2	-4	23	12	1	1.1	15
> Cc1ccc(Cn2c(Sc3ncccn3)nc3c2c(=O)[nH]c(=O)n3C)cc1
    2	3	-5	2	3	6	-13	0.0	-9
> CCC(Oc1ccccc1)C(=O)NC1C(=O)N2C1SC(C)(C)C2C(=O)O (configuration not stated)
    2	-2	-20	0	13	11	13	-2.7	10
> O=C(COC(=O)c1ccc(F)c(S(=O)(=O)N2CCOCC2)c1)c1ccccc1
    -1	-1	2	-3	2	22	15	4.4	-3
> CCC(=O)c1ccc(OCC(=O)OCC(=O)N2CCc3ccccc32)cc1
    -1	-3	9	-1	9	5	23	0.1	9

Assay outcomes: PubChem BioAssay, Sanford-Burnham Center for Chemical Genomics
